Screening results from PubChem BioAssay.
UDG counterscr = UDG inhibition counter-screen. AID 1347430. 91,000 compounds, 0.14% hits. Potency, µM (top dose mostly 115 µM), for the others: at the highest dose activity change, negative = inhibition, most hits filed as inhibitors. FRET deamination/UDG coupled assay, UDG read, 4 h; further: nearly all actives have a fitted effect of over 65% in size
AID inhibitor = inhibitors of human activation induced cytidine deaminase; Potency, µM (series often up to 115 µM), for the others: top-dose activity change, negative = inhibition, most hits filed as inhibitors; 91,000 compounds, 0.32% hits; Q9GZX7; AID deamination FRET fluorescence, UDG-coupled, 4 h; AID 1347428; further: nearly all actives have a fitted effect of over 25% in size
Target sequence (Q9GZX7 whole entry, looked up): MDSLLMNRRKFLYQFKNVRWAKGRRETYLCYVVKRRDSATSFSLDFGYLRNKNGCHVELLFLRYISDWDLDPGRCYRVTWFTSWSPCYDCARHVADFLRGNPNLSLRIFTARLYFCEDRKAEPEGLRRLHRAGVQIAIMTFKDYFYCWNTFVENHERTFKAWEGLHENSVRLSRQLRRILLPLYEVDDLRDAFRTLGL
Starred values were filed as active, the others as inactive; ? = inconclusive; [ ] = remark or other dose. The call rests on the fitted dose curve; in most records, active means well fitted curve in the direction sought with a large enough effect; inconclusive means small, poorly fitted or top-dose-only effect, or another doubt; inactive means no such curve, though single readings can be large; an effect the other way counts as inactive or inconclusive. On the % scale 0 is the no-effect control and ±100 the full control effect; potency means the concentration at half of the fitted maximal effect. Only part of the results is shown (hit frequency here may not be typical).

Values in the order – UDG counterscr, AID inhibitor
- CCCOc1ccc(NC(=O)c2ccc(Cl)cc2)c2cccnc12
→ 0%, 4%
- CCOc1cc(/C=C(/C#N)c2ccc(F)cc2)cc(Cl)c1OCc1ccccc1C#N
→ 5%, 3%
- COCCCNC(=O)CCc1ncc(-c2ccccc2F)o1
→ 1%, 5%
- Cc1ccccc1-n1c(SCC(=O)Nc2ccc(Cl)cc2Cl)nc(O)cc1=O
→ -7%, -21%
- CC1=C(C(=O)Nc2ccccc2Br)C2(CCC(C)CC2)OC1=O (stereo not given)
→ -12%, 2%
- COc1cc(C(=O)Nc2ncccc2C)cc(Cl)c1OC
→ 1%, -3%
- Cc1cc(OC(=O)c2ccc(CSc3ccc(Cl)cc3)cc2)ccc1C(C)C
→ -7%, -4%
- Cc1ccc(NC(=O)c2ccc3oc(=O)c(S(=O)(=O)c4ccccc4)cc3c2)cc1C
→ 9%, 2%
- Cc1cc(C)cc(Nc2ncnc3c2nc2n3CCCC2)c1
→ -3%, 7%
- O=C(Cn1c(=O)n(Cc2ccc(C(=O)NCc3ccccc3Cl)cc2)c(=O)c2ccccc21)Nc1ccc(F)cc1
→ -11%, 16%
- CCCS(=O)(=O)NCCc1sc2nc(-c3ccc(Cl)cc3)nn2c1C
→ -4%, -4%
- CCONC(=O)c1ccc2c(c1)NC(=O)C(C)S2 (stereo not given)
→ -3%, -5%
- O=C(Cc1n[nH]c(=O)c2ccccc12)N1CCCC1
→ -6%, -1%
- O=C(Nc1cccc(-c2nc3ncccc3o2)c1)c1cc2ccccc2o1
→ ?, ?
- Cc1ccc(-c2ccccc2N)cc1
→ -10%, -3%
- CCOC(=O)c1c(NC(=O)C(C)Oc2ccc(Cl)c(C)c2)sc2c1CCCC2 (stereo not given)
→ 5%, -1%
- CC(C)(C)C(=O)Nc1nc2nc(-c3ccccc3)cc(=O)n2[nH]1
→ -9%, 5%
- Cc1cccc(N2CCN(c3ncnc4onc(C)c34)CC2)c1C
→ 1%, 6%
- O=C(CN1C(=O)c2ccccc2Sc2ccc(C(=O)N3CCOCC3)cc21)Nc1ccc(Cl)cc1F
→ 4%[57.5 µM], -2%
- CCc1ccccc1NC(=O)C1CCN(C(=O)N2CC(C)Oc3ccc(Cl)cc32)CC1 (stereo not given)
→ 0%, -17%
- O=C(Nc1ccccc1)C(Sc1cccc[n+]1[O-])c1ccccc1 (stereo not given)
→ 11%, -3%
- CCN1CCN(CCCNC(=O)c2cnn(-c3ccccc3Cl)c2C2CCN(C(=O)OC(C)(C)C)CC2)CC1
→ -8%, -4%
- c1ccc(CCN2CCC(NC3CCCC3)CC2)cc1
→ 10%, 6%
- CCOCCCNCc1c(OCC)ccc2ccccc12
→ 5%, 2%
- CN(CC(=O)Nc1cccc(Cl)c1)S(=O)(=O)c1ccc2[nH]c3c(c2c1)CCCC3
→ -28%[57.5 µM], -9%
- CCC(=O)N1N=C(c2cccs2)CC1c1ccc2nccnc2c1 (stereo not given)
→ 6%, 0%
- CC(C)CN(CCCNC(=O)CN1C(=O)COc2ccc(S(=O)(=O)N3CCCCCC3)cc21)CC(C)C
→ 16%, 6%
- Cc1oc(-c2ccccc2F)nc1CS(=O)(=O)CC(=O)NCCc1ccc(Cl)cc1
→ 5%, -13%
- CCOc1ccc(CCNC(=O)c2cnc3sc(N(CC)CC)nn3c2=O)cc1OCC
→ 1%, 2%
- COc1ccc(C2=C(C)C(=NCCCN3CCN(c4cc(Cl)ccc4C)CC3)NS2(=O)=O)cc1
→ -13%, 7%
- CCCCCn1c(=O)[nH]c2cc(C(=O)N3CCN(c4cccc(C)c4)C(C)C3)ccc2c1=O (stereo not given)
→ -18%, -16%
- O=S(=O)(NCc1ccc(F)cc1)c1ccc(N2CCCCS2(=O)=O)cc1
→ -2%, 2%
- CCN(CC)c1ccc(NC(=O)CN2CCN(c3ccccc3OC)CC2)cc1
→ -12%, -2%
- CC(C)NC(=O)CNC(=O)c1cc(-c2ccccc2)nc2ccccc12
→ -7%, -5%
- CCC(Sc1nc2c(sc3ccccc32)c(=O)n1CCc1ccccc1)C(=O)N(CC)CC (stereo not given)
→ 9%, 17%
- CCn1c(NCc2ccc(OC)cc2)nc2ccccc21
→ -9%, -16%
- Cc1ccc(CNC(=O)CCn2ccc3cc(S(=O)(=O)N4CCCC4)ccc32)cc1
→ -2%, 9%
- Cc1nc2ccc(C(=O)OC(C)C(=O)NC(=O)NCc3ccccc3)cc2nc1C (stereo not given)
→ -3%, 3%
- CN(CCCNC(=O)c1ccccn1)CC(F)(F)F
→ 2%, 7%
- Cc1cc(C)c(S(=O)(=O)NCCc2cc3cc(C)c(C)cc3[nH]c2=O)c(C)c1
→ 6%, 5%

Arranged by the number under AID inhibitor (lowest first): 3 of the compounds above.
canonical_smiles	AID inhibitor
CCN1CCN(CCCNC(=O)c2cnn(-c3ccccc3Cl)c2C2CCN(C(=O)OC(C)(C)C)CC2)CC1	-4%
O=S(=O)(NCc1ccc(F)cc1)c1ccc(N2CCCCS2(=O)=O)cc1	2%
c1ccc(CCN2CCC(NC3CCCC3)CC2)cc1	6%

Continuation.
Values in the order – UDG counterscr, AID inhibitor
- CC(C)(C)C(=O)Nc1cccc(NC(=O)Cc2ccccc2Cl)c1
→ -10%, -3%
- CCc1ccc(C(=O)CC2(O)C(=O)N(CCc3ccccc3)c3ccc(Cl)cc32)cc1 (stereo not given)
→ -8%, 16%
- Cn1cc(C(C(=O)O)N2CCC(Cc3ccccc3)CC2)c2cc(C(=O)O)ccc21 (stereo not given)
→ -2%, 3%
- CCCc1c(C(=O)OCC)[nH]c2c1C(=O)CC(c1ccc(CC)cc1)C2 (stereo not given)
→ 0%, -4%
- Cc1nc2nc3ccn(CCN4CCOCC4)c(=O)c3c(-c3ccccc3)n2n1
→ -4%, 6%
- COCCn1c(SCC(=O)c2cc(C)c(C)cc2C)nnc1-c1ccc(Cl)cc1
→ 0%, 0%
- Cc1cc(O)c(C(c2ccc(F)cc2)N2CCCCC2)c(=O)n1Cc1ccco1 (stereo not given)
→ 0%, -23%
- CN(Cc1ccccc1)C1CCN(Cc2ccc(F)cc2)CC1
→ -4%, -3%
- CC(=O)c1cccc(NC(=O)N2CCC(CN3CCCCC3)CC2)c1
→ 10%, 5%
- COc1cc(C(=O)Nc2nnc(CC(C)(C)C)s2)cc(OC)c1OC
→ 5%, 2%
- O=C(COc1ccc(Br)cc1Br)Nc1ccc(S(=O)(=O)Nc2ncccn2)cc1
→ 15%, 18%
- CC(C)C(=O)N/N=C/c1ccc(Cl)cc1
→ -9%, -7%
- CC1CCCCC1NC(=O)c1ccc2c(Cl)c3c(nc2c1)CCCC3 (stereo not given)
→ -9%, -10%
- O=C(NC1CCN(Cc2ccccc2)CC1)c1ccc(Cn2c(=O)c3ccccc3n(Cc3ccc(Cl)cc3)c2=O)cc1
→ -2%, 17%
- Cc1oc(-c2cccs2)nc1CC(=O)NCc1ccc(F)cc1
→ -6%, -2%
- CN(CC(=O)Nc1ccccc1Br)C(=O)CCc1ncc(-c2ccc(F)cc2)o1
→ -3%, 1%
- C=CCNC(=O)NC(=O)CNc1ccccc1C#N
→ 6%, -3%
- COc1ccc(/C=N/NC(=O)C2CC2)cc1
→ 2%, -7%
- O=C(CNC(=O)c1ccc(Cl)cc1)OCc1cc(=O)n2ccsc2n1
→ 10%, -11%
- COc1cc(C#N)cc(Cl)c1OCc1ccccc1C#N
→ -1%, -1%

Next records:
Compound	UDG counterscr	AID inhibitor
COCCn1c(CN2CCC(C(N)=O)CC2)nc2c1c(=O)n(C)c(=O)n2C	12%	2%
N#Cc1ccc(S(=O)(=O)N2CCC(C(=O)N3CCCC3c3ccc4c(c3)OCCO4)CC2)cc1 (stereo not given)	3%	-10%
CS(=O)(=O)N1CCc2cc(C(=O)Nc3ccc(S(N)(=O)=O)cc3)ccc21	-2%	1%
CCCC(=O)Nc1cccc(NC(=O)c2ccc(C)c(C)c2)c1	7%	2%
O=C(/C=C/c1ccc(-c2ccccc2)s1)N(Cc1ccco1)C1CC1	5%	-11%
CC(C)Oc1ccc(C(=O)Nc2c(C(=O)Nc3cccc(F)c3)oc3ccccc23)cc1	-5%	9%
COc1cc(C2Nc3ccccc3-c3nnc(SCc4ccc(Cl)cc4)nc3O2)ccc1OCC(=O)O (stereo not given)	4%[57.5 µM]	17%[57.5 µM]
COc1cccc(NC(=O)c2csnn2)c1	-7%	-19%
O=C(CCn1nc(-c2ccc(Cl)cc2)ccc1=O)NCCc1ccccc1	-12%	-13%
Clc1cccc(-n2ncc3c(NC4CCCCCC4)ncnc32)c1	?	?
CSC(NS(=O)(=O)c1cccs1)=C(c1nc2ccccc2s1)c1nc2ccccc2s1	-1%	41%[activator]
Nc1ccn([C@H]2CC[C@@H](CO)O2)c(=O)n1	-5%	1%
N#Cc1nc(COc2ccc3c(c2)OCO3)oc1N1CCCCCC1	1%	14%
CC1CCCC(NC(=S)NC2CC2)C1C (stereo not given)	2%	-7%
COC(=O)c1ccccc1NC(=O)CCS(=O)(=O)c1nc(-c2ccc3c(c2)OCO3)cc(C(F)(F)F)n1	-11%	-17%
CC/C=C(/C)C(=O)N1CCC(C(=O)O)CC1	-10%	-5%
COc1cc(C(CC(=O)NCc2ccccc2Cl)N2Cc3ccccc3C2=O)cc(OC)c1OC (stereo not given)	-22%	-2%
CCC(Oc1ccccc1)C(=O)Nc1ccc2oc(-c3ccc(OC)cc3)nc2c1 (stereo not given)	9%	26%
COc1ccc(CNC(=O)c2ccc(CS(=O)(=O)c3ccc(Br)cc3)o2)cc1	-2%[57.5 µM]	-4%
CCCN(CCC)CCCNC(=O)Cn1ncc2c3ccccc3n(Cc3ccccc3F)c2c1=O	12%	5%
Cc1ccccc1Cc1c(C)nc2nc(SCC(=O)NC(C)c3ccccc3)nn2c1C (stereo not given)	-15%	?
CCn1nc(C)c2c(-c3ccccc3)cc(=O)n(C(C)C(=O)NCCC(C)C)c21 (stereo not given)	43%[activator]	-18%
CCCCNC(=O)CSc1nnc(C)c2c(C)n(-c3ccccc3)nc12	-2%	?
Cc1ccc(Cl)cc1N1CCN(C2(c3ccccc3)C(=O)c3ccccc3C2=O)CC1	-5%	-5%
Clc1cccc(Cl)c1COc1ccccc1CNn1cnnc1	-7%	-18%

Compounds from the list above with a thiophene ring, fused or not, in the order listed:
Compound	UDG counterscr	AID inhibitor
CCOC(=O)c1c(NC(=O)C(C)Oc2ccc(Cl)c(C)c2)sc2c1CCCC2 (stereo not given)	5%	-1%
CCC(=O)N1N=C(c2cccs2)CC1c1ccc2nccnc2c1 (stereo not given)	6%	0%
CCC(Sc1nc2c(sc3ccccc32)c(=O)n1CCc1ccccc1)C(=O)N(CC)CC (stereo not given)	9%	17%
Cc1oc(-c2cccs2)nc1CC(=O)NCc1ccc(F)cc1	-6%	-2%
O=C(/C=C/c1ccc(-c2ccccc2)s1)N(Cc1ccco1)C1CC1	5%	-11%
CSC(NS(=O)(=O)c1cccs1)=C(c1nc2ccccc2s1)c1nc2ccccc2s1	-1%	41%[activator]

The listing continues:
Compound	UDG counterscr	AID inhibitor
Cc1cccn2c(=O)cc(CSc3nnc(NC(=O)C(C)C)s3)nc12	-1%	23%
COC(=O)c1ccc(NC(=O)COc2c(C)[nH]ccc2=O)cc1	-1%	-11%
Cc1cccc(C(=O)Nc2ccc(N3CCC(N4CCCCC4)CC3)c(C(=O)O)c2)c1	-5%	-6%
COCCCNC(=O)c1ccc2c(c1)N(Cc1ccccc1)C(=O)c1ccccc1S2	-10%	-24%
CCCCNC(=O)CC1N=C2c3ccccc3N=C(SCC(=O)NCc3ccccc3Cl)N2C1=O (stereo not given)	3%	1%
Cc1cc(C)c2nc(Nc3nc(C)cc(C)n3)nc(C)c2c1	39%[activator]	-9%
Cc1ccc(NC(=O)c2ccc3c(O)c(S(=O)(=O)c4ccc(Cl)cc4)c(=O)[nH]c3c2)cc1	-1%	?
Cc1cc(C(F)F)nn1Cc1nc2c3c4c(sc3ncn2n1)CC(C(C)(C)C)CC4 (stereo not given)	6%	-7%
CCCC(=O)N(CC)CCc1ccccc1	4%	0%
Cc1ccccc1OCC(=O)Nc1ccc2oc(-c3ccc(F)cc3)nc2c1	?	3%
CCN(CC(=O)N(C)C)C(=O)Cn1c(C)c(Br)c2ccccc21	-5%	-1%
CCCCCC(=O)Nc1ccc2oc(-c3cncc(Br)c3)nc2c1	6%	7%
Cc1ccc2c(ccn2CCC(=O)Nc2nnc(C3CC3)s2)c1	5%	7%
COc1ccc(C)cc1NC(=O)CN(c1ccccc1)S(=O)(=O)N(C)C	-10%	3%
CCc1cc2c(=O)c(-c3nncn3-c3ccccc3)coc2cc1OCC(=O)NC(C(=O)O)C(C)C (stereo not given)	-6%	-7%
COCCOC(=O)C1=C(C)NC(C)=C(C(=O)OC/C=C/c2ccccc2)C1c1cccc([N+](=O)[O-])c1 (stereo not given)	-20%	?
O=S(=O)(c1ccc(F)cc1)N1CCN(C23CC4CC(CC(C4)C2)C3)CC1	-2%	-6%
Cc1ccc(CNC(=O)N2CCN(CC(=O)Nc3cccc(C)c3C)CC2)cc1F	0%	-9%
CC(N)(C(=O)O)c1ccc(C(F)(F)F)cc1 (stereo not given)	0%	4%
CCOc1cccc(CNCCCSc2nnnn2C)c1	2%	-2%
CCONC(=O)C(C)Sc1ccccc1 (stereo not given)	-19%	-5%
CNC(=O)c1cc(=O)n(CC(=O)Nc2ccccc2)c2ccccc12	2%	6%
CC(C)Nc1nc(-c2ccc(NC(=O)C(C)(C)C)cc2)cs1	1%	-4%
Cc1cccc(C(=O)Nc2ccccc2SCc2cc(=O)c3cccc(C)c3[nH]2)c1	-11%[57.5 µM]	-5%
COC(=O)c1ccc(CNC(=O)c2cc(OC)cc(OC)c2)cc1	6%	-4%
CCCCNC(=O)C1CCCN(S(=O)(=O)CCC)C1 (stereo not given)	3%[57.5 µM]	2%
CCOc1ccc(NC(=O)Cc2ccc(-n3c(C)nc4cccnc43)cc2)cc1	12%	?
Cc1ccccc1OCCN(C)Cc1cc(=O)oc2c(C)c(O)ccc12	-14%	?
